# DDE Tn6 FP inh: inhibitors of Tn6 peptide binding to human fibrin DD(E) | P02675 | Fibrin DD(E) TRITC-Tn6 fluorescence polarization displacement | inhibition, % at 8.3 µM | hit rate 0.21% among 370,000 | AID 720509;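 active = inhibition above a per-campaign cutoff: mean of compounds within control limits plus 3 SD, cut at about 15% in these data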;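 also: 0% = median of all compound wells on the plate and 100% = blocking peptide control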
# ADAM10 inh: inhibitors of human ADAM10. recombinant ADAM10, EDANS/DABCYL FRET peptide cleavage, 3 h. inhibition, % at 7 µM. hit rate 0.62% among 370,000. AID 720582;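 active = inhibition above a per-campaign cutoff equal to the mean of compounds falling between control-based bounds plus 3 SD, cut at about 20% in these data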;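 also: 0% = DMSO wells while the 100% control is not disclosed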
# GC-A act: GC-A (human) enzyme activation; P16066; HEK293 GC-A cells, cGMP TR-FRET, EC30 ANP; 0% at EC30 ANP, 100% saturating ANP; activation, % at 10 µM; hit rate 0.14% among 370,000; AID 1671463; in the data active = activation above about 40%
# KLK7 zymogen act: activates the human kallikrein-7 zymogen. activation, % at 7 µM. P49862. purified proKLK7, EDANS-DABCYL substrate fluorescence; 100% is mature enzyme control, 0% vehicle. hit rate 0.9% among 370,000. AID 652039;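 active = activation above the mean of all tested compounds plus 3 SD, computed per campaign excluding outliers beyond control limits, cut at about 13% in these data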
# FXN GAA850 act: activators of GAA850 frataxin (FXN) promoter | activation, % at 6 µM | hit rate 0.56% among 360,000 | HEK293 lucGAA850 FXN promoter luciferase reporter, 24 h; percent of 10 µM SAHA response;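 active = activation above the average of all compounds screened plus 3 SD, cutoff fixed separately per campaign, cut at about 7.5% in these data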;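 also: 0% = DMSO wells and 100% = 10 µM SAHA wells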
# rCAG binder: r(CAG) repeat RNA binding | TO-PRO-1 dye displacement fluorescence | inhibition, % at 3 µM | hit rate 1.3% among 370,000;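 active = inhibition above the plate cutoff, the mean of all test compounds on that plate plus 3 SD, cut at about 35% in these data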;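 also: 0% = DMSO alone and 100% = 100 µM mitoxantrone as full dye displacement; higher means more dye released from RNA so lower well fluorescence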
# NPR2 activator: GC-B (human) receptor activation | AID 1920062 | HEK293-GC-B cells, CNP EC30, cGMP TR-FRET; 0% at EC30 CNP, 100% saturating CNP | activation, % at 10 µM | hit rate 0.11% among 370,000 | P20594;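 active = activation at 10 µM reaching about 35% in either raw or pattern-adjusted values, limit read from the data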
# sPLA2-III inh: Inhibits HGIII-sPLA2 liposome hydrolysis, primary screen; Q9NZ20; hit rate 0.56% among 370,000; AID 743126; inhibition, % at 12.2 µM; QFRET BODIPY PC-A2 liposome hydrolysis, fluorescence;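 active = inhibition above mean plus 3 SD of compounds lying within the high and low control bounds, cut at about 19% in these data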;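 also: 0% = median of test compound wells and 100% = no enzyme DMSO wells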
# Target sequence (Q9NZ20 whole entry, looked up): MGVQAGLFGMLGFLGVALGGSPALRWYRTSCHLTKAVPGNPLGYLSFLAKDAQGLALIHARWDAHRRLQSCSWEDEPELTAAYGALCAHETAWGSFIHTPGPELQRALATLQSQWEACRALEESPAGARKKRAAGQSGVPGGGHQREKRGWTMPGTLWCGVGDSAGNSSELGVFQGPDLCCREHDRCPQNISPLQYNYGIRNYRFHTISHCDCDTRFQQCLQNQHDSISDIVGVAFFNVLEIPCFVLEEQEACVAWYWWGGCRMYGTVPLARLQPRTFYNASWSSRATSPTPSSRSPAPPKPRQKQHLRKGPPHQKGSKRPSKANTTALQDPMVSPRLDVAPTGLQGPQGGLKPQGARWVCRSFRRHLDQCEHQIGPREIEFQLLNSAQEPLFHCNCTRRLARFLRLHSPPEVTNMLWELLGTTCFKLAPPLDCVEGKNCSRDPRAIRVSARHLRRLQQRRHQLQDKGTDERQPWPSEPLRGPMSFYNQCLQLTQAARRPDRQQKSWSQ
# ASAP1 GAP inh: inhibitors of human ASAP1 ArfGAP activity; ASAP1-stimulated ARF1 GTP hydrolysis, GDP FP detection; inhibition, % at 16.5 µM; hit rate 0.19% among 360,000; AID 624377; in the data active = inhibition above about 25%;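 also: 0% = vehicle with enzyme and substrate and 100% = no enzyme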
# Target sequence (Q9ULH1 325-724 limits assumed): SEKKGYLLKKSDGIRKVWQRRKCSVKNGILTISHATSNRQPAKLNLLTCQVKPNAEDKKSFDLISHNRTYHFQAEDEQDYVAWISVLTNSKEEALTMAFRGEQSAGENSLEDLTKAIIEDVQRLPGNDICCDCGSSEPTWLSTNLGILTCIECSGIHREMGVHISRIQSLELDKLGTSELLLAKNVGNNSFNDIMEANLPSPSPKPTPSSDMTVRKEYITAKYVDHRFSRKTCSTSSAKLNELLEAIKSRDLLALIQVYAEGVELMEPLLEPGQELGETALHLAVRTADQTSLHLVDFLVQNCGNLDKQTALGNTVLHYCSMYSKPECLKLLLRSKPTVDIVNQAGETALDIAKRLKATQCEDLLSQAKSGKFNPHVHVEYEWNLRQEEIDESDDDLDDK
# ARFGAP1 inh: inhibits rat ARF GTPase activating protein 1; Q62848; Arfgap1-stimulated ARF1 GTP hydrolysis, GDP FP detection; inhibition, % at 16.5 µM; hit rate 0.26% among 360,000; AID 651572;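 active = inhibition above a per-plate limit, mean inhibition of low control wells plus 3 SD, cut at about 25% in these data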;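 also: 0% = DMSO wells with enzyme and 100% = wells lacking Arfgap1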
#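 Material: rat Arfgap1 GAP domain (His6, aa 1-136), purified enzyme. Also added: human ARF1(Δ1-17)-GTP substrate. Compound dosing: 16.5 µM single point, 1.26% DMSO. Timing: enzyme reaction 120 min at 25 °C after 20 min preincubation. Signal: GDP detection by fluorescence polarization. Read-out basis: percent inhibition of GAP-stimulated GDP formation, scaled between DMSO and no-Arfgap1 medians.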
# An asterisk follows results filed as active; nt = no result given.
SMILES,DDE Tn6 FP inh,ADAM10 inh,GC-A act,KLK7 zymogen act,FXN GAA850 act,rCAG binder,NPR2 activator,sPLA2-III inh,ASAP1 GAP inh,ARFGAP1 inh
COC(=O)[C@@]12CCCCN1[C@H](c1ccc(-c3cc(C(C)=O)cs3)c(OC)c1)[C@H]1C(=O)N(C)C(=O)[C@H]12,-2,-114,7,-1.2,0.8,4,-1,-2,1,6
Cc1nn(C)c(C)c1NS(=O)(=O)c1c(C)n[nH]c1C,6,6,-3,0.5,-1.4,3,3,-1,-1,-8
COC(=O)Cc1ccc(NC(=S)NC2CC2)cc1,-1,14,-1,0.1,3.2,3,4,6,-13,10
COc1ccc(NC(=O)C/C(C)=N/NC(=O)c2cccs2)c([N+](=O)[O-])c1,1,6,-2,1.0,3.9,10,-2,-19,-11,3
COC(=O)[C@]12CCCCC=C1N(Cc1ccco1)C(=O)[C@H](CC(=O)NCc1ccc(OC)c(OC)c1)C2,1,-7,-1,0.6,nt,7,2,6,0,0
O=C(O)CCC(=O)NCc1ccc2[nH]c3c(c2c1)CCCC3,-2,-65,4,6.2,0.9,8,4,-6,2,5
C[C@H]1CCCCO[C@@H](CN(C)C(=O)NC2CCCCC2)[C@@H](C)CN([C@@H](C)CO)C(=O)c2cc(NC(=O)Cc3ccccc3)ccc2O1,3,-3,-2,0.5,-12,5,0,-17,-3,1
CC(C)CCn1cnc2c1c(=O)[nH]c(=O)n2Cc1ccccc1,3,3,4,0.6,2.9,-5,11,2,2,3
O=C1c2ccccc2C(=O)N1c1cccc2ccccc12,11,-17,3,-0.7,1.9,2,3,0,13,-11
COc1cc(-c2cc(C(=O)Nc3c(Cl)cc(Cl)cc3Cl)c3ccccc3n2)cc(OC)c1OC,9,-8,6,-0.7,-1.2,4,1,0,8,-7
Cc1cnc(NC(=O)CSc2nnc(N)s2)s1,0,-1,-1,0.2,1.6,0,-4,-4,-1,-10
CC1CCN(C(=O)C2CCCCN2S(=O)(=O)c2cccc([N+](=O)[O-])c2)CC1 (stereo not given),2,5,0,0.3,1.0,-5,3,1,-5,10
FC(F)(F)c1cc(Oc2ccc(Cl)cc2)ncc1-c1nnc(-c2ccc(Cl)cc2)o1,0,-8,6,0.1,-0.6,0,-3,-1,-9,6
CC(=O)C1=C(C)NC2=C(C(=O)CC(C)(C)C2)C1C (stereo not given),4,-15,2,0.8,-1.3,2,0,6,14,13
CC(=O)c1cnc2c(C(=O)O)cnn2c1C,0,-16,nt,0.6,1.6,-1,nt,2,4,5
CN(CCC1CCOCC1)C(=O)C1CCC(=O)N(CCc2ccccc2)C1 (stereo not given),-2,-8,0,-0.7,0.8,-7,1,6,15,-6
O=C(Cn1cnc2cc([N+](=O)[O-])ccc2c1=O)NCc1ccc(Cl)cc1,5,-18,-2,0.7,2.1,8,0,2,12,-3
COc1nc(-c2ccccc2)nnc1-c1ccccc1,6,5,-2,-0.6,6.8,-2,5,2,3,14
CC1=Nc2cc(C(=O)O)ccc2Sc2c(C)ccc(C)c21,2,-10,-2,0.3,0.2,11,0,-17,5,4
CCC(C)NCCCOc1ccc(C)cc1OC (stereo not given),8,2,-4,0.5,2.7,3,2,0,-11,1

# Of the compounds above, these contain a Cl atom.
SMILES,DDE Tn6 FP inh,ADAM10 inh,GC-A act,KLK7 zymogen act,FXN GAA850 act,rCAG binder,NPR2 activator,sPLA2-III inh,ASAP1 GAP inh,ARFGAP1 inh
COc1cc(-c2cc(C(=O)Nc3c(Cl)cc(Cl)cc3Cl)c3ccccc3n2)cc(OC)c1OC,9,-8,6,-0.7,-1.2,4,1,0,8,-7
FC(F)(F)c1cc(Oc2ccc(Cl)cc2)ncc1-c1nnc(-c2ccc(Cl)cc2)o1,0,-8,6,0.1,-0.6,0,-3,-1,-9,6
O=C(Cn1cnc2cc([N+](=O)[O-])ccc2c1=O)NCc1ccc(Cl)cc1,5,-18,-2,0.7,2.1,8,0,2,12,-3

# Going on with the list:
SMILES,DDE Tn6 FP inh,ADAM10 inh,GC-A act,KLK7 zymogen act,FXN GAA850 act,rCAG binder,NPR2 activator,sPLA2-III inh,ASAP1 GAP inh,ARFGAP1 inh
CCOCCCNC(=S)N1CCN(C(=O)C(=O)Nc2ccc(C(=O)OC)cc2)CC1,-3,8,1,0.6,1.6,-5,2,5,9,9
O=c1[nH]c2ccccc2nc1C(F)(F)F,6,-214,0,-2.5,3.4,0,11,0,-2,-3
O=C(Nc1ccccc1Cl)c1cc(C2CCCN(C(=O)c3ccccc3)C2)on1 (stereo not given),3,-5,0,0.3,0.1,2,3,-10,5,5
CCCCC(NC(=O)Cc1c(C)c2cc3c4c(oc3c(C)c2oc1=O)CCCC4)C(=O)O (stereo not given),-7,-166,2,2.5,-1.5,31,7,-6,-4,8
N#Cc1c(Cn2cncn2)nc(=O)n(-c2ccccc2)c1N,-3,-7,0,-0.2,1.7,-2,1,8,-11,2
COc1ccc(CNC(=O)C(=O)NCc2ccncc2)cc1,-11,7,-1,-0.6,0.8,0,1,1,1,1
O=C(NC1CCCCCC1)c1cccnc1Sc1ccc(Cl)cc1,-2,4,0,0.1,6.0,-1,-2,2,6,-3
Cc1nc2ccccc2c(=O)n1NC(=O)c1ccccc1,-4,8,-1,-0.2,1.7,1,5,6,-8,-2
Cc1ccc(S(=O)(=O)Nc2ccc3c(c2)nc(CCN2CCCCC2)n3C)cc1,-1,5,-1,-9.7,4.0,6,-1,-11,-4,-3
CCOC(=O)c1[nH]c2ccc(OC)cc2c1NC(=O)CN1CCC2(CC1)OCCO2,-1,-409,0,10,1.1,3,8,4,-18,-1
CC(C)(C)C(=O)CSc1nccc(=O)[nH]1,-10,9,3,-0.2,0.7,4,0,5,12,-3
CCNC(=O)C1(C)CCN(C(=O)c2cccc(C#N)c2)C1 (stereo not given),-7,-11,0,-0.5,-0.9,-1,-3,5,8,13
Cn1ccc2cc(-c3ccc4ncnc(NCc5cccs5)c4c3)ccc21,-7,-48,-2,-1.2,-4.1,10,0,4,16,3
CCC(=O)Nc1cc(C)c(OC)c(C)c1,1,0,0,-0.4,1.1,-1,6,1,-1,21
CCOC(=O)N1CCN(C(=O)C(c2ccccc2)c2ccccc2)CC1,1,4,-2,0.0,0.2,3,-4,0,-9,2
Cc1ccc(SC(C)C(=O)NCc2ccc(F)cc2)cc1 (stereo not given),0,10,-1,-0.2,-0.3,-1,0,5,-10,-6
CCN1CCN(C(=O)C2COc3ccccc3O2)CC1 (stereo not given),6,-11,5,-0.6,0.8,-5,3,8,-2,2
Cc1ccc(/C(O)=C2/C(=O)C(=O)N(CCN3CCOCC3)C2c2cccs2)cc1 (stereo not given),6,2,1,0.7,1.1,4,5,12,2,1
COc1cc(-c2cc(C(=O)Nc3cccc(C(C)=O)c3)c3ccccc3n2)cc(OC)c1OC,-4,-36,11,-16,-7.5,10,5,-26,3,6
O=C(/C=C/c1ccco1)OCn1nnc2ccccc2c1=O,-1,3,-1,0.2,-0.1,0,1,-1,3,-6
CCC(Cc1ccccc1)NS(=O)(=O)c1ccc2c(c1)NC(=O)C(C)S2 (stereo not given),1,10,-3,0.7,-1.2,-3,-1,-38,-5,14
Cc1cc(NN)nc2ccc(Cl)cc12,8,-10,-2,0.0,3.1,-1,-3,2,-1,-2
COc1ccc(/C=N/NC(=O)CSc2ccccc2)cc1OC,0,8,1,-0.2,3.5,1,4,4,7,-14
CCCN1CCN(C(=S)Nc2sc(CC)cc2C(=O)OC)CC1,5,5,-1,-0.2,0.5,-3,1,2,3,-2
CCC(C)C(NC(=O)c1ccccc1NC(=O)c1ccco1)C(=O)O (stereo not given),3,-4,-2,-0.2,2.0,5,2,5,8,-10
CCN(CC)c1nc(OCCNC(=O)Nc2ccccc2)nc(N(CC)CC)n1,4,13,-19,1.3,-1.6,-8,-15,-32,7,3
COc1ccc(CN2CCN(S(=O)(=O)c3ccccc3)CC2)cc1Br,-1,3,-1,-0.6,3.6,-1,4,1,-5,1
C=CCNC(=O)COc1cc(C)cc(C)c1C,3,1,3,0.5,0.9,-1,-4,2,4,-2
COCCNC(=O)[C@@H]1CCCN1S(=O)(=O)c1cccc2cccnc12,-1,-7,2,9.7,-0.8,-6,6,7,7,9
CCN(C[C@H]1N[C@@](C)(C(=O)OC)[C@H]2C(=O)N(C)C(=O)[C@@H]12)C(=O)Nc1ccc(C(F)(F)F)cc1,-4,-9,3,-0.2,0.6,-2,-2,8,-12,3
Cc1cc(NS(=O)(=O)c2ccc3c(c2)CCC(=O)N3)ccc1Cl,-1,8,-17,nt,nt,nt,-15,-20,nt,nt
Cc1ccc(NC(=O)N2CCN(C)CC2)cc1NC(=O)N1CCN(C)CC1,-2,-16,2,0.1,1.1,5,1,2,4,2
CC/C(=N\NC(=O)CSCc1ccc(Cl)cc1)c1ccc2c(c1)OCCO2,-12,10,-4,0.2,-0.3,1,2,-14,-9,-1
CCOc1cc(C2c3c(-c4ccccc4)n[nH]c3C(=O)N2c2ccc(C(=O)O)cc2)ccc1O (stereo not given),0,9,4,0.2,1.3,7,-1,-16,-4,0

# Grouped by structure: the compounds so far containing a cyano group.
SMILES,DDE Tn6 FP inh,ADAM10 inh,GC-A act,KLK7 zymogen act,FXN GAA850 act,rCAG binder,NPR2 activator,sPLA2-III inh,ASAP1 GAP inh,ARFGAP1 inh
N#Cc1c(Cn2cncn2)nc(=O)n(-c2ccccc2)c1N,-3,-7,0,-0.2,1.7,-2,1,8,-11,2
CCNC(=O)C1(C)CCN(C(=O)c2cccc(C#N)c2)C1 (stereo not given),-7,-11,0,-0.5,-0.9,-1,-3,5,8,13

# Ordered by number of heavy atoms (low to high): part of the list above
SMILES,DDE Tn6 FP inh,ADAM10 inh,GC-A act,KLK7 zymogen act,FXN GAA850 act,rCAG binder,NPR2 activator,sPLA2-III inh,ASAP1 GAP inh,ARFGAP1 inh
Cc1cc(NN)nc2ccc(Cl)cc12,8,-10,-2,0.0,3.1,-1,-3,2,-1,-2
CCCN1CCN(C(=S)Nc2sc(CC)cc2C(=O)OC)CC1,5,5,-1,-0.2,0.5,-3,1,2,3,-2
CC/C(=N\NC(=O)CSCc1ccc(Cl)cc1)c1ccc2c(c1)OCCO2,-12,10,-4,0.2,-0.3,1,2,-14,-9,-1

# Screens: PubChem, several laboratories
